A350 autofl: qHTS Assay for Spectroscopic Profiling in A350 Spectral Region. Compound autofluorescence, 340/450 nm, Alexa 350 dye-equivalents; hits give high values. max dye-equivalent concentration, M. actives 11% (n = 59,000); in the data active = max dye-equivalent concentration above about 10 nM; inconclusive = mostly about 1.1 nM to 9.6 nM
Fluorescein autfl: qHTS Assay for Spectroscopic Profiling in Fluorescein Spectral Region. Compound autofluorescence, 480/540 nm, fluorescein-equivalent; hits give high values. max fluorescein-equivalent concentration, M. actives 0.91% (n = 59,000). AID 593, 2007; in the data active = max fluorescein-equivalent concentration above about 10 nM; inconclusive = between about 1.1 nM and that limit
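Autofluorescence profiling; 100 mM Tris, pH 8.0; incubation 15 min at RT; ex/em 480/540 nm; result as fluorescein-equivalent concentration.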
Casp7 inh: qHTS Assay for Allosteric/Competitive Inhibitors of Caspase-7; P55210; recombinant caspase-7, Ac-DEVD-AFC fluorescence rate; Potency, µM (series often up to 57.5 µM), inactives show top-dose activity change, negative = inhibition, hits mostly inhibitors; actives 0.02% (n = 75,000); active = well fitted inhibition curve with a large enough effect in the main read-out, with a control signal flat, not every such curve was filed as active; inconclusive = small, poorly fitted or top-dose-only effect, or a change in a side signal; note: potency is the fitted concentration of half-maximal effect; % of control where 0% means no effect
Texas Red fluor: qHTS Assay for Spectroscopic Profiling in Texas Red Spectral Region. Compound fluorescence, Texas Red channel, 547/618 nm; hits give high values. actives 0.06% (n = 59,000). max dye-equivalent concentration, M; in the data active = max dye-equivalent concentration above about 10 nM; inconclusive = between about 1.1 nM and that limit
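Compound titrations in 100 mM Tris pH 8.0 were incubated 15 min at room temperature and read at 547 nm excitation / 618 nm emission. Texas Red six-point standard curve on each plate converted fluorescence to dye-equivalent concentration.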
ERK AVP block: qHTS Assay for Inhibitors of the ERK Signaling Pathway using a Homogeneous Screening Assay. HEK293-V1b, vasopressin-stimulated pERK AlphaScreen. actives 0.99% (n = 72,000). Potency, µM (doses to about 57.5 µM), for the others: at the highest dose activity, negative = inhibition, usual class: inhibitors. AID 995, 2007; note: potency is the fitted concentration of half-maximal effect; % is set by controls: 0 for no effect and ±100 for the full control effect; nearly all actives have a fitted effect of over 55% in size
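Overnight-seeded V1b-HEK293 cells in 1% FBS got compound, then vasopressin (25 nM final, 5 min, 37C), then lysis buffer. AlphaScreen detection of phospho-ERK; activity normalized to basal and full-stimulation controls.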
HEK293 cAMP ctrl: qHTS Assay for Agonists of the Thyroid Stimulating Hormone Receptor: Activators of Intracellular cAMP Concentrations in Parental HEK 293 | parental HEK293 CNG cAMP sensor, membrane potential fluorescence | Potency, µM (highest dose often 57.1 µM), inactives show at the highest dose activation, actives largely listed as activators | actives 2.5% (n = 73,000); note: potency is the fitted concentration of half-maximal effect; % of control where 0% means no effect; nearly all actives have a fitted effect of over 55% in size
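Parental HEK 293 cells stably expressing a modified CNG channel (no TSHR) report cAMP rise as membrane depolarization. Membrane potential dye with 100 uM RO 20-1724 was loaded for 60 min at room temperature, then compound added for 30 min; fluorescence read at 590 nm.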
4MU fluor: qHTS Assay for Spectroscopic Profiling in 4-MU Spectral Region. compound autofluorescence, 340/450 nm, 4-MU equivalents; hits give high values. max dye-equivalent concentration, M. actives 11% (n = 59,000). AID 589, 2007; in the data active = max dye-equivalent concentration above about 10 nM; inconclusive = mostly about 1.1 nM to 9.6 nM
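Compounds in 100 mM Tris, pH 8.0, incubated 15 min at room temperature, then fluorescence read at 340 nm excitation/450 nm emission. Signal converted to 4-MU dye-equivalent concentration using an on-plate six-point 4-MU standard curve.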
Rhodamine fluor: qHTS Assay for Spectroscopic Profiling in Rhodamine Spectral Region. Rhodamine-region fluorescence, 547/598 nm, Tris buffer; hits give high values. max dye-equivalent concentration, M. actives 0.05% (n = 59,000); in the data active = max dye-equivalent concentration above about 11 nM; inconclusive = between about 1.1 nM and that limit
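Intrinsic compound fluorescence, ex 547 / em 598 nm, CCD imager. Tris 100 mM pH 8.0; 15 min RT. Output = rhodamine dye-equivalent concentration at each compound concentration.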
FLuc inh: qHTS Assay for Inhibitors of Firefly Luciferase. AID 411, 2009. actives 2.2% (n = 72,000). Luciferin 4-monooxygenase (Photinus pyralis), P08659. Potency, µM (top dose mostly 57.1 µM), inactives show at the top dose activity change, negative = inhibition, most hits filed as inhibitors. purified firefly luciferase, luminescence, 8 min; note: potency is the fitted concentration of half-maximal effect; % is set by controls: 0 for no effect and ±100 for the full control effect; nearly all actives have a fitted effect of over 40% in size
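Inhibition of light generation by firefly luciferase from ATP and luciferin was profiled with concentration-response curves per sample, ATP held at 10 uM within the enzyme's linear range. Plates were read by luminescence after an 8-minute ambient incubation.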
Casp1 inh: qHTS Assay for Allosteric/Competitive Inhibitors of Caspase-1 | P29466 | Caspase-1 enzyme, Ac-WEHD-AFC fluorogenic rate | Potency, µM (top dose mostly 57.5 µM), for inactives: top-dose activity change, negative = inhibition, hits mostly inhibitors | actives 0.03% (n = 75,000) | AID 900, 2007;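 note: potency is the fitted concentration of half-maximal effect; plate controls were vehicle for no effect and no substrate for full effect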
Tau filament bind: qHTS Assay for Tau Filament Binding; Microtubule-associated protein tau (Homo sapiens), P10636; recombinant tau filaments, thioflavin S fluorescence, 15 h; filaments grown with octadecylsulfate alongside compound; Potency, µM (doses to about 57.1 µM), for inactives: at the highest dose activity change, negative = inhibition; actives 2% (n = 71,000);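 note: potency is the fitted concentration of half-maximal effect; % is set by controls: 0 for no effect and ±100 for the full control effect; actives lower thioflavin S fluorescence by blocking filaments or displacing dye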
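Tau 2 uM in ThS buffer dispensed; compound added; 60 uM ODS added (finals 1 uM tau, 30 uM ODS); 15 h 37 C; fluor ex450/em510.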
The depositor's hits bear a star; i = inactive; ? = inconclusive; / = not tested or not shown; [ ] = remark or other dose. Unless noted, calls come from the whole dose curve; as a rule, active = well fitted curve in the direction sought with a large enough effect; inconclusive = small, poorly fitted or top-dose-only effect, or another doubt; inactive = no such curve, though single readings can be large; an effect the other way counts as inactive or inconclusive. Not all compounds are listed; the hit share may differ from the screen's.

SMILES	A350 autofl	Fluorescein autfl	Casp7 inh	Texas Red fluor	ERK AVP block	HEK293 cAMP ctrl	4MU fluor	Rhodamine fluor	FLuc inh	Casp1 inh	Tau filament bind
CC(=O)C1=C(O)C(=O)N(CCN2CCOCC2)C1c1ccc(N(C)C)cc1 (stereo not given)	i	i	0%	i	-23%	9%	i	i	1%	-3%	0%
O=C(O)C1CCN(C(=O)c2ccccc2C(=O)N2CCC(C(=O)O)CC2)CC1	i	?	1%	i	9%	5%	i	i	2%	0%	2%
Cc1ccsc1C1NC(=O)c2ccccc2N1 (stereo not given)	1.2e-06M*	?	-7%	i	0%	4%	8.7e-07M*	i	-2%	-5%	-6%
CC(=O)NC12CC3CC(C1)CC(C(=O)OCC(=O)NC(=O)c1cccn1C)(C3)C2	i	?	0%	i	-7%	0%	i	i	1%	-2%	-2%
Cc1ccc(-c2noc(CN3CCC(C(N)=O)CC3)n2)cc1	i	i	-3%	?	10%	-4%	i	i	-5%	2%	0%
COCc1[nH]nc2c1C1(C(=O)N(C)c3ccccc31)C(C#N)=C(N)O2 (stereo not given)	i	i	2%	i	-6%	-3%	i	i	0%	-2%	3%
O=C(c1ccc2nc(N3CCOCC3)sc2c1)N1CCCC1	/	/	-1%	/	18%	6%	/	/	0%	-2%	-20%
COc1ccc(/C=N/n2c(SC)nnc2-c2ccccc2)cc1C	/	/	-4%	/	?	25µM*	/	/	0%	-4%	96%
Cc1ccc(C(=O)CSc2n[nH]c(-c3ccco3)n2)cc1C	/	/	-1%	/	-13%	25%[11.4 µM]	/	/	0%	0%	5%[11.4 µM]
CC(C)=CCC/C(C)=C/C=O	/	/	0%	/	-24%	22%	/	/	/	0%	9%
Cc1ccc(NC(=O)c2oc3c(c2C)C(=O)CC(C)(C)C3)cc1	i	i	-1%	i	20%	26%	i	i	1%	-1%	15%
CCCCSc1nn[nH]n1	i	i	-1%	i	15%	6%	i	i	-15%	0%	3%
COc1ccc(S(=O)(=O)NCc2ccccn2)cc1Cl	i	?	-4%	?	-10%	4%	i	i	2%	3%	2%
COc1cccc(C(=O)Nc2ccc(N(C)C)cc2)c1OC	i	i	1%	i	?	-6%	i	i	16µM*	-1%	?
O=C(c1ccco1)N1CCN(S(=O)(=O)c2ccc(S(=O)(=O)NC3CCCCC3)cc2)CC1	i	i	-1%	i	-9%	1.6µM*	i	i	0%	-2%	4%
Nc1c(NC2CCCCC2)c2ccccc2oc1=O	i	i	0%	i	-8%	6%	i	i	-1%	0%	-13%
C[n+]1cccc(/C=C\c2ccc3cccc(O)c3n2)c1	i	?	0%[11.5 µM]	i	-8%[11.5 µM]	12%[11.4 µM]	i	i	4%[11.4 µM]	1%[11.5 µM]	-17%[11.4 µM]
COc1cccc(NC(=O)N2CCC(N3CCCCC3)CC2)c1	i	i	1%	i	21%	3%	i	i	-1%	-2%	-8%
O=C(CN1C(=O)C2(OCCCO2)c2ccccc21)NCCc1ccccc1	i	?	1%	i	10%	?	i	i	2%	-2%	-1%
O=C1CNCCCN2CCN(CCCNCC(=O)Nc3ccc(cc3)S(=O)(=O)c3ccc(cc3)NC(=O)CNCCCN3CCN(CCCNCC(=O)Nc4ccc(cc4)S(=O)(=O)c4ccc(cc4)N1)CC3)CC2	i	i	/	i	/	?	i	i	2%[11.4 µM]	/	23%[11.4 µM]
CCOC(=O)c1ccc2c(c1)C(=O)N(C1CCCCC1)C2=O	/	/	1%	/	33%[activator]	10%	/	/	1%	1%	-22%
Cc1ncc(CO)c(CN)c1O	i	i	1%[11.5 µM]	i	7%[11.5 µM]	9%[11.4 µM]	i	i	0%[11.4 µM]	-1%[11.5 µM]	1%[11.4 µM]
N#CCCCSC1=C(C#N)C(c2ccccc2Cl)CC(=O)N1 (stereo not given)	/	/	0%	/	-13%	-1%	/	/	2%	-1%	0%
Cc1onc(-c2ccccc2Cl)c1C(=O)Nc1nnc(-c2ccc(F)cc2)s1	/	/	-6%	/	/	-12%	/	/	-9%	-4%	-11%
Cc1cnc(CNc2ncncc2-c2ccc3c(c2)OCO3)cn1	i	?	-3%	i	?	8%	i	i	1%[2.29 µM]	-1%	-8%
COc1cc(NC(=O)c2cccc(Cl)c2)c(OC)cc1NC(=O)CN1CCOCC1	i	?	-3%	?	?	-13%	i	i	1%	-1%	-24%
CCOc1ccc(NC(=O)c2cccc(-n3cnnn3)c2)cc1	i	i	-1%	i	-16%	8%	i	i	-3%	-1%	-5%
OCC(CO)(CBr)CBr	/	/	2%	/	-10%	-28%	/	/	/	2%	18%
CC(C)c1ccc(-c2nn[nH]n2)cc1	i	i	0%	i	-6%	3%	i	i	16µM*	2%	-16%
CN1C2C=C3C(C#N)=C(N)C(C#N)(C#N)[C@@H](c4ccc(Cl)cc4)[C@@H]3C1CC2 (stereo not given in full)	1.1e-07M*	i	/	?	/	/	9.2e-08M*	i	-2%[25.5 µM]	/	/

The list goes on, starting with the last 2 of the part before.
SMILES	A350 autofl	Fluorescein autfl	Casp7 inh	Texas Red fluor	ERK AVP block	HEK293 cAMP ctrl	4MU fluor	Rhodamine fluor	FLuc inh	Casp1 inh	Tau filament bind
CC(C)c1ccc(-c2nn[nH]n2)cc1	i	i	0%	i	-6%	3%	i	i	16µM*	2%	-16%
CN1C2C=C3C(C#N)=C(N)C(C#N)(C#N)[C@@H](c4ccc(Cl)cc4)[C@@H]3C1CC2 (stereo not given in full)	1.1e-07M*	i	/	?	/	/	9.2e-08M*	i	-2%[25.5 µM]	/	/
O=C(NCc1ccc2c(c1)OCO2)c1cc(S(=O)(=O)N2CCCCC2)ccc1F	i	i	1%	i	-4%	?	i	i	-1%	-3%	13%
Cc1cc(=O)oc2cc(OCc3ccc(S(=O)(=O)N4CCOCC4)cc3)ccc12	1.6e-08M*	i	0%	i	5%	7%	1.6e-08M*	i	1%	-1%	21%
CN(c1nc(-c2ccccc2)cs1)C1CCS(=O)(=O)C1 (stereo not given)	i	i	1%	i	-26%	-2%	i	i	-7%	-3%	0%
Oc1c(CN2CCN(c3ccccn3)CC2)cc(Cl)c2cccnc12	i	?	-9%	i	32µM*	6%	i	i	2%	-2%	-24%
O=C(NCC(=O)N(CC1CCCO1)C(C(=O)NC1CCCC1)c1cccnc1)c1ccco1 (stereo not given)	i	i	1%	?	6%	9%	i	i	0%	0%	0%
COc1ccc2oc(=O)c(C(=O)N3CCN(c4ccccc4C)CC3)cc2c1	2.6e-08M*	i	-4%	i	-24%	9%	2.4e-08M*	i	-26%	-5%	16µM*
NS(=O)(=O)c1ccc(NC2(C(=O)O)CCCC2)cc1	i	i	1%[11.5 µM]	i	-6%[11.5 µM]	-3%[11.4 µM]	i	i	4%[11.4 µM]	-2%[11.5 µM]	-3%[11.4 µM]
C=CCn1c(SCC(=O)/C(C#N)=C(\C)N)nnc1C1CCCCC1	i	?	-1%	?	6%	12%	i	i	4%	2%	4%
CCc1ccc(NC(=O)c2cc(-c3ccco3)on2)cc1	i	?	-4%	i	22%	3%	i	i	?	-3%	16µM*
CC(C)Cn1c2c(c(O)c(C(=O)Nc3ccc(F)cc3)c1=O)CCCC2	i	i	-1%	?	7%	16%	i	i	0%	-3%	7%
COC(=O)CSc1nnc(CNC(=O)c2ccc(OC)cc2OC)n1C	i	?	-2%	i	-20%	3%	i	i	1%	1%	1%
N[C@@H](CC1=CS(=O)(=O)c2ccc(Cl)cc21)C(=O)O	i	?	-1%[11.5 µM]	i	-8%[11.5 µM]	-9%[11.4 µM]	i	i	3%[11.4 µM]	3%[11.5 µM]	-17%[11.4 µM]
CC1CCN(CCc2nc3cc(NS(=O)(=O)c4ccccc4)ccc3n2C)CC1	i	i	-1%	i	2%	0%	i	i	5%	-1%	-5%
Cc1[nH]c2ccccc2c1C1(O)C(=O)N(Cc2ccc3c(c2)OCO3)c2ccccc21 (stereo not given)	i	i	-16%	?	-16%	2%	i	i	2%	-7%	30%
O=c1cnc2cnc(Oc3cccc(Cl)c3)nc2n1CCc1ccccc1	i	i	-10%	i	-22%	?	i	i	-7%[11.4 µM]	-12%	25µM*
O=C(O)c1ccccc1NS(=O)(=O)c1ccccc1C(F)(F)F	i	i	1%	?	-9%	-4%	i	i	1%	0%	-4%
CCCn1nnc(NC(=O)c2ccccc2Br)n1	i	i	1%	i	-14%	0%	i	i	-3%	0%	5%
CN(C(=O)c1cccc(C#N)c1)c1nnc(C2CCOC2)s1 (stereo not given)	?	i	6%	?	-2%	-5%	?	i	-35%	1%	-2%
CCN(CC)CC(C)CNC(=O)CC(C(=O)N1CCc2ccccc21)n1ccnc1 (stereo not given)	i	?	0%	i	-5%	7%	i	i	1%	0%	3%
Clc1ccc(Oc2cccc(/C=N/n3cnnc3)c2)cc1	i	i	-1%	i	9%	13%	i	i	1%	-1%	13%

Screening data from PubChem BioAssay.
